Assay outcomes deposited in PubChem by several laboratories.
Anthrax LF inh2: inhibitors of Bacillus anthracis lethal factor protease; actives 0.12% (n = 360,000); P15917; multiplex microsphere protease cleavage assay, LF; AID 588501; inhibition, % at 10 µM; further: plate controls were buffer without enzyme for full effect and enzyme alone for no effect
Target sequence (P15917 whole entry, looked up): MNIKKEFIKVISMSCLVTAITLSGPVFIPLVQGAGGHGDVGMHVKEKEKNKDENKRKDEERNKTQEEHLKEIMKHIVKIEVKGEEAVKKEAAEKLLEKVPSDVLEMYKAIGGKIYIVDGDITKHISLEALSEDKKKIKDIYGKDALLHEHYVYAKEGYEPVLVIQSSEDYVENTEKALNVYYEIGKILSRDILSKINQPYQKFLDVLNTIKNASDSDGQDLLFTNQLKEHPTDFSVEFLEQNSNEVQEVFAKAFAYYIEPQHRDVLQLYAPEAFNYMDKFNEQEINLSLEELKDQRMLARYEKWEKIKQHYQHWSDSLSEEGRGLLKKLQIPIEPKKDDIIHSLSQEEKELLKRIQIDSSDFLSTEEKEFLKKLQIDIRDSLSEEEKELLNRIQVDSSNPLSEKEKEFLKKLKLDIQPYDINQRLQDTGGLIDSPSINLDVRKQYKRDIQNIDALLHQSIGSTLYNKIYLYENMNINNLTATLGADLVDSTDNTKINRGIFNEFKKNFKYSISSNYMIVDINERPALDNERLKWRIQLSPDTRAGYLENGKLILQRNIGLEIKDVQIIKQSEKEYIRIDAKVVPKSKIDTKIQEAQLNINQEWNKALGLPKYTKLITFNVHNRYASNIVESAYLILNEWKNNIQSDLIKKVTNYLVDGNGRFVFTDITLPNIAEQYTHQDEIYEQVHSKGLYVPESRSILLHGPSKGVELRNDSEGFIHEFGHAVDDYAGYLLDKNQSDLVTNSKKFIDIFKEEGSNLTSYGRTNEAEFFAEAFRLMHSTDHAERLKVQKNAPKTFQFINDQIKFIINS
PriA SSB inh: inhibitors of Klebsiella pneumoniae PriA binding to SSB C-terminal tail; AlphaScreen SSBct-PriA binding, biotinylated peptide; inhibition, % at 33 µM; actives 0.6% (n = 430,000); AID 1272365; in the data active means inhibition mostly above about 37%, no sharp cut-off; inactive means mostly below about 20%;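 further: plate controls were negative control peptide for no effect and reference peptide for full effect; strong numbers were not always called active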
BH1578 lux ind: inducers of Vibrio cholerae quorum light production without autoinducers | activation, % at 18.7 µM | actives 0.16% (n = 350,000) | V. cholerae BH1578 lux reporter, luminescence, 6 h | AID 588436; in the data active means activation mostly above about 9.7%, no sharp cut-off; inconclusive means no clear call, values can overlap the other calls; inactive means mostly below about 3.7%; further: not every result past the cut was called active; inactives centre near 0; reference of the scale not given here
TcdB GH inh: inhibitors of Clostridioides difficile toxin B glycohydrolase. actives 0.24% (n = 350,000). AID 652162. TcdB glycohydrolase enzymatic assay, plate reader. P18177. inhibition, % at 9.99 µM; in the data active means inhibition above about 10%
Yp Topo-I inh: blocks Yersinia pestis topoisomerase I activity | Y. pestis Topo-I cleavage product accumulation, plate reader | activity, % at 10 µM | actives 0.064% (n = 360,000) | AID 504884; in the data active means activity above about 50%, passing the limit was not always enough; inconclusive means no clear call, values can overlap the other calls; further: inactives centre near 2
PrPC TRFRET: reduces human prion protein on the cell surface | cell surface PrPC, TR-FRET read-out | inhibition, % at 13.8 µM | AID 720596 | P04156 | actives 0.43% (n = 370,000); in the data active means inhibition above about 24%; further: 0% = median of the test wells and 100% = reference compound wells
PfHsp40 rescue: rescue of PfHsp40-mediated yeast toxicity. actives 0.68% (n = 340,000). S. cerevisiae expressing PfHsp40, growth rescue, ATP luminescence. growth rescue, % at 12.5 µM. AID 504582; in the data active means growth rescue above about 28%, passing the limit was not always enough; inconclusive means no clear call, values can overlap the other calls;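 further: yeast W303a lacking pdr1 and pdr3 grown in galactose medium; growth measured after three days at 30 °C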
SARS 3CLpro inh: SARS-CoV 3CLpro protease inhibition; P0C6X7; recombinant SARS-CoV 3CLpro, quenched FRET peptide cleavage; inhibition, % at 6 µM; actives 0.14% (n = 290,000); AID 1706; in the data active means inhibition above about 12%
BoNT-A LC inh2: blocks Botulinum neurotoxin A light chain protease. AID 588499. actives 0.17% (n = 360,000). inhibition, % at 10 µM. multiplex microsphere protease substrate cleavage, flow cytometry; further: plate controls were buffer without enzyme for full effect and enzyme alone for no effect
An asterisk follows results filed as active; i = inactive; ? = inconclusive; · = not tested or not shown; & = joins results of further samples. Unless noted, no stated cut-off is given here; in the data, active means inhibition above about 30%; inconclusive means no clear call, values can overlap the other calls; inactive means below that. Not all compounds are listed. The share of hits here may be higher or lower than overall.

1: C=C1C[C@]2(O)[C@@]3(C)CCC(=O)C(C)(C)C3=C(O)C(=O)[C@@]2(C)[C@@H]2C(=O)O[C@@](C)(C(=O)OC)C(=O)[C@@]12C
2: CN(c1ccc(O)cc1)S(=O)(=O)c1ccc2ccccc2c1
3: CC(CN1CCN(C/C=C/c2ccccc2)CC1)c1ccccc1 (stereo not given)
4: COc1ccc(OCCCC(=O)OCC(=O)Nc2c(C)nn(-c3ccccc3)c2C)cc1
5: COc1ccc(-c2coc3cc(O)ccc3c2=O)cc1OC
6: CC1(C)CC(=O)C=C(Nc2cc(-c3ccccc3)[nH]n2)C1

assay / compound,1,2,3,4,5,6
Anthrax LF inh2,0,-1,15,2,-1,-1
PriA SSB inh,2,0,-11,-1,-18,-11
BH1578 lux ind,-0.3,-0.3,i,i,5.2,i
TcdB GH inh,0.4,1.0,1.8,1.1,·,·
Yp Topo-I inh,-16,13,-2,15,1,4
PrPC TRFRET,-10,4,-2,-4,-3,1
PfHsp40 rescue,-0.2,-0.9,0.4,-1.6,-1.4,-0.7
SARS 3CLpro inh,2,4,-4,·,2,-1
BoNT-A LC inh2,1.4,0.0,-0.7,3.4,-0.2,3.5

7: COc1cc(NC(=O)COc2cc(O)c3c(c2)OC(C)(C)CC3=O)cc(OC)c1OC
8: S=c1[nH]nc(-c2n[nH]c3c2CCC3)n1/N=C/C=C/c1ccccc1
9: CN(C)S(=O)(=O)c1cc(NC(=O)CSc2nn(-c3ccc(Cl)cc3)c(=S)s2)ccc1Cl
10: CC(C)CNC(=O)c1cccc(NC(=O)C(C)Oc2ccccc2)c1 (stereo not given)
11: Cc1cnc(C(=O)N2CCCC(C(=O)c3cccc(OC(C)C)c3)C2)cn1 (stereo not given)
12: COc1ccc(N(C(=O)c2snc(C(N)=O)c2N)C(C(=O)NC2CCCCC2)c2ccc(C)o2)cc1 (stereo not given)

assay / compound,7,8,9,10,11,12
Anthrax LF inh2,2,·,-1,-6,-3,-1
PriA SSB inh,-1,·,5,-6,-29,-6
BH1578 lux ind,-0.1,-0.4,i,i,i,-0.3
TcdB GH inh,1.4,6.9,·,0.5,4.7,0.1
Yp Topo-I inh,17,-3,-6,3,6,16
PrPC TRFRET,13,-5,4,6,6,-5
PfHsp40 rescue,5.6,·,1.5,0.6,-0.8,0.4
SARS 3CLpro inh,-5,3,5,1,2,3
BoNT-A LC inh2,0.0,·,0.6,-0.4,-0.4,-0.9

13: CC(=O)c1c(C(C)=O)c(C)n(Cc2ccc3c(c2)OCO3)c1C
14: O=C(Nc1nc2ccccc2s1)c1ccc2sc([C@H]3C[C@H](O)[C@@H](CO)O3)nc2c1
15: Cc1ccc(CNC(=O)C2CCCN(S(=O)(=O)c3c(C)noc3/C=C/N(C)C)C2)cc1 (stereo not given)
16: Cc1c(Cl)cccc1Nc1ncccc1C(=O)O
17: O=C(COC(=O)/C=C/c1ccc(F)cc1)NC1CCCC1
18: c1cc(CNCCCN2CCOCC2)ccn1

assay / compound,13,14,15,16,17,18
Anthrax LF inh2,-1,-6,-6,-15&-3,-4,12
PriA SSB inh,-2,·,-6,-2,5,0
BH1578 lux ind,i,-0.7,i,0.2&-0.3,2.9,0.2
TcdB GH inh,·,0.3,0.1,2.7&-1.5,2.0,·
Yp Topo-I inh,0,3,6,0&-3,1,-2
PrPC TRFRET,0,-2,-2,-3&11,-2,-4
PfHsp40 rescue,0.3,·,0.0,-2.3&0.0,-1.0,-0.4
SARS 3CLpro inh,0,·,1,-2,·,-2
BoNT-A LC inh2,-7.4,0.2,-1.8,-0.8&-1.0,-0.4,1.9

19: O=C(Nc1ccccc1)OCC1COC(c2ccccc2)(c2ccccc2)O1 (stereo not given)
20: N#CC1(c2ccccc2)CCC(=O)N1Cc1ccccc1 (stereo not given)
21: C[n+]1cc(-c2ccccc2)oc1-c1ccccc1
22: CCOc1ccc(CCNC(=O)COC(=O)c2cccnc2Cl)cc1OCC
23: O=C(Nc1cccc(Cl)c1)OCCOC(=O)Nc1cccc(Cl)c1
24: CCC(C)N(C(=O)COC(=O)c1nc2nc(C)cc(C)n2n1)C1CCS(=O)(=O)C1 (stereo not given)

assay / compound,19,20,21,22,23,24
Anthrax LF inh2,2,-2,0,-4,-6,-2
PriA SSB inh,-6,-11,-11,-6,-17,9
BH1578 lux ind,i,-0.6,-0.3,-0.7,i,-1.2
TcdB GH inh,-0.3,0.8,0.2,0.5,1.2,2.3
Yp Topo-I inh,36,-1,2,2,5,3
PrPC TRFRET,-4,-2,2,0,3,-7
PfHsp40 rescue,3.1,-0.6,-1.2,-1.2,25,0.9
SARS 3CLpro inh,·,3,-4,·,·,·
BoNT-A LC inh2,0.9,-0.7,1.1,-2.4,0.2,1.4

25: S=C(Nc1ccc(Oc2ccccc2)cc1)N1CCOCC1
26: O=C(NCC1COc2ccccc2O1)c1ccc(NC(=O)C2CCCO2)cc1 (stereo not given)
27: Cc1cc(C)c(NC(=O)CNC(=O)COC(=O)Cc2ccccc2C)c(C)c1
28: COc1ccc(OC)c(S(=O)(=O)NCc2ccccc2)c1
29: COc1ccc(C)cc1NC(=O)CSc1nnc2ccc(-c3cccnc3)nn12
30: O=C(Nc1ccc2c(c1)OCO2)c1cc(C2CCCCN2C(=O)c2ccccc2)on1 (stereo not given)

assay / compound,25,26,27,28,29,30
Anthrax LF inh2,?,-1,4,-3,-2,-2
PriA SSB inh,-5,-8,2,-26,-15&-3,·
BH1578 lux ind,-6.7,i,1.2,1.4,i,-0.8
TcdB GH inh,1.3,·,1.4,·,1.4,1.1
Yp Topo-I inh,4,1,-2,3,5,22
PrPC TRFRET,-1,-1,-3,2,-15,-2
PfHsp40 rescue,-1.8,-0.2,-0.9,1.7,-1.4,·
SARS 3CLpro inh,-2,4,·,-5,·,·
BoNT-A LC inh2,?,0.6,2.9,-1.1,1.7,-0.1

31: Cc1cccc(OCC(=O)Nc2ccc(C(=O)O)cc2NC(=O)COc2cccc(C)c2)c1
32: Cc1ccccc1NC(=O)c1cc(=O)c2ccccc2o1
33: Cc1cccc(C(=O)OCC(=O)NCc2ccc(Cl)cc2)c1
34: CC(=Nc1ccccc1C(F)(F)F)c1ccncc1
35: Cc1nn(Cc2ccccc2)c2c1C(c1ccncc1)C(C#N)=C(N)O2 (stereo not given)
36: CCc1ccc2[nH]c(=O)c(CN(CCN(C)C)C(=O)Nc3ccccc3)cc2c1

assay / compound,31,32,33,34,35,36
Anthrax LF inh2,-1,-3,-5,14,0,-3
PriA SSB inh,-7,-17,·,0,11,-1
BH1578 lux ind,-6.4,-0.4,-0.3,1.1,i,-0.5
TcdB GH inh,1.1,·,0.1,1.3,·,·
Yp Topo-I inh,21,-2,13,2,-13,-4
PrPC TRFRET,-5,-10,-3,6,-11,-12
PfHsp40 rescue,0.6,-0.4,·,0.2,-2.2,0.9
SARS 3CLpro inh,6,6,·,5,·,7
BoNT-A LC inh2,-0.2,-2.2,0.0,-1.3,0.5,0.0

37: O=C1NCCCCC1(Cl)Cl
38: COc1ccc(N(CC(=O)NCC(C)C)S(=O)(=O)c2ccccc2)cc1
39: O=C(NCc1cccs1)c1ccc(N2CCCC2=O)cc1
40: CN(C)S(=O)(=O)c1ccc2nc(NC(=O)c3cccs3)sc2c1
41: COc1ccc(C2(CNC(=O)c3cc(OC)c(OC)c(OC)c3)CCCC2)cc1OC
42: CS(=O)(=O)c1ccc(CNC(=O)[C@]2(C(F)(F)F)C[C@H](CCc3ccccc3)CCCO2)cc1

assay / compound,37,38,39,40,41,42
Anthrax LF inh2,-7,-8,-2,-2,14,-6
PriA SSB inh,-17,-1,-4,1,4,-2
BH1578 lux ind,·,i,-3.6,-12,i,-1.7
TcdB GH inh,-12,0.5,·,·,0.3,9.9
Yp Topo-I inh,4,5,1,2,12,0
PrPC TRFRET,8,-4,4,1,1,-9
PfHsp40 rescue,-0.9,0.1,-1.3,0.3,0.6,2.5
SARS 3CLpro inh,·,-5,-2,4,·,·
BoNT-A LC inh2,-0.3,-0.2,0.0,-0.2,-0.6,0.0

43: CCc1nnc(NC(=O)c2ccc(COc3ccccc3)o2)s1
44: CCc1ccc(C(=O)NNc2cc(Cl)ccc2Cl)cc1
45: CC1(C)CC(NC(=S)NC(=O)c2cc(Br)ccc2Cl)CC(C)(C)N1
46: CN(C)C(=O)c1cn(-c2ccccc2)c(=O)c2ccccc12
47: CC1CCCCN1C(=O)CSc1nc(N)cc(=O)[nH]1 (stereo not given)
48: O=C(COC(=O)CNS(=O)(=O)c1ccccc1)Nc1ncc(Cl)cc1Cl

assay / compound,43,44,45,46,47,48
Anthrax LF inh2,-4,-2,-3,3,-2,0
PriA SSB inh,-9,-16,-12,4,-10,1
BH1578 lux ind,i,-0.4,i,i,0.9,i
TcdB GH inh,·,-1.0,-2.3,-0.8,·,-0.5
Yp Topo-I inh,6,-14,0,7,-2,6
PrPC TRFRET,3,28*,1,1,2,1
PfHsp40 rescue,1.2,1.1,0.0,-1.0,-0.2,0.0
SARS 3CLpro inh,2,0,·,4,-3,·
BoNT-A LC inh2,-3.0,-1.0,-0.5,4.0,-0.4,-0.3

49: Cc1nnc(-c2ccccc2)nc1N(C)C
50: C=C[C@@H]1c2cccc(C)c2N(S(=O)(=O)c2ccc(C)cc2)[C@H](c2ccc(OC(C)=O)cc2)C1(C#N)C#N
51: CC1(c2ccc(Cl)cc2)NC(=O)N(CC(=O)c2ccc3c(c2)OCO3)C1=O (stereo not given)
52: CCCCN(CC(=O)Nc1cccc(S(=O)(=O)N2CCCC2)c1)Cc1nc2ccccc2c(=O)[nH]1
53: CCc1cccc(N(C(=O)c2csnn2)C(C(=O)NC2CCCCC2)c2ccncc2)c1 (stereo not given)
54: O=C(CCCN1C(=O)c2ccccc2C1=O)Nc1nc2ccccc2[nH]1
55: Cc1ccc(/C=C/C(=O)NCc2cccs2)c(C)c1
56: CCOc1c2ccc(C(=O)NC3CCCc4ccccc43)cc2nn1C (stereo not given)

assay / compound,49,50,51,52,53,54,55,56
Anthrax LF inh2,0,2,-3,·,-4,-1,-3,4
PriA SSB inh,-13,3,1,11,-3,-11,-13,8
BH1578 lux ind,-0.1,-3.4,i,-1.7,i,i,-0.3,-0.3
TcdB GH inh,3.3,0.3,0.5,0.4,-0.7,-0.3,1.9,-0.2
Yp Topo-I inh,12,16,15,2,-4,8,9,14
PrPC TRFRET,-7,0,3,-6,-11,0,-6,-4
PfHsp40 rescue,-0.4,-0.9,0.9,-1.0,-0.1,-0.6,-0.1,0.4
SARS 3CLpro inh,4,·,7,·,1,1,7,3
BoNT-A LC inh2,-1.1,-0.3,0.3,·,2.0,0.3,-0.1,0.1

Record cards, as listed above. Order of screens: Anthrax LF inh2	PriA SSB inh	BH1578 lux ind	TcdB GH inh	Yp Topo-I inh	PrPC TRFRET	PfHsp40 rescue	SARS 3CLpro inh	BoNT-A LC inh2
C=C[C@@H]1c2cccc(C)c2N(S(=O)(=O)c2ccc(C)cc2)[C@H](c2ccc(OC(C)=O)cc2)C1(C#N)C#N across the screens: 2	3	-3.4	0.3	16	0	-0.9	·	-0.3
CCc1cccc(N(C(=O)c2csnn2)C(C(=O)NC2CCCCC2)c2ccncc2)c1 (stereo not given) across the screens: -4	-3	i	-0.7	-4	-11	-0.1	1	2.0
Cc1ccc(/C=C/C(=O)NCc2cccs2)c(C)c1 across the screens: -3	-13	-0.3	1.9	9	-6	-0.1	7	-0.1
CCOc1c2ccc(C(=O)NC3CCCc4ccccc43)cc2nn1C (stereo not given) across the screens: 4	8	-0.3	-0.2	14	-4	0.4	3	0.1
CCCCN(CC(=O)Nc1cccc(S(=O)(=O)N2CCCC2)c1)Cc1nc2ccccc2c(=O)[nH]1 across the screens: ·	11	-1.7	0.4	2	-6	-1.0	·	·
